Ins promoter up: MIN6 insulin promoter up-regulation; actives 0.3% (n = 190,000); z-score at 5 µM; MIN6 insulin promoter-GFP reporter, high-content imaging; stronger effect = higher value;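 active = z-score above 3 at 5 µM with at least 500 cells counted in the well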
Lipid droplet: modulators of hepatic lipid droplet formation; AML12 mouse hepatocytes, oleate lipid droplets, BODIPY imaging; inhibition, % at 6.5 µM; actives 0.4% (n = 240,000); AID 1656;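 active = lipid droplet intensity inhibited by at least 50%, with more than 500 cells counted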
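Assay system: AML12 mouse liver cells | Compound dosing: One dose, 6.5 µM compound | Read-out basis: Droplet intensity reduction, % inhibition | Measured by: Fluorescence imaging, 20x objective, two fields per well | Schedule: Overnight treatment with compound plus oleate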
ER stress rescue: protection against thapsigargin-triggered cell killing – 384-well, CSM14.1, ATP luminescence, primary screen (AID 1222); 190,000 tested, under 10 active; CSM14.1 thapsigargin-induced death rescue, ATP luminescence; higher % means a stronger effect; cellular ATP content (survival), % at 20 µM, or EC50 in µM where a hit was titrated;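 active = EC50 below 50 µM in the dose-response confirmation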;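 also: death triggered by thapsigargin at about 15 µM added after 2 h compound pretreatment; cell ATP read after overnight thapsigargin exposure of roughly 18 to 22 hours; normalized against plate controls of thapsigargin alone and 5% DMSO vehicle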
Autophagy HCS: autophagy modulation, high-content screen | MEF GFP-LC3 puncta imaging; test concentration mostly 10 µM | calls only at 10 µM (by protocol) | actives 0.98% (n = 190,000);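 active = percentage of spot-positive cells more than 3 SD above its plate mean, without a fluorescence outlier flag or 80% toxicity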;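 also: spot-positive cell cutoff set from DMSO-treated cells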
Yfh1-off respiration: mitochondrial function rescue without frataxin homolog – Friedreich's ataxia, plus single-dose screen, dose response (AID 1465); S. cerevisiae Yfh1-off respiration, WST-1 reduction, 72 h; higher fold induction means a stronger effect; fold induction at 50 µM; hits with a dose series show EC50 in µM; actives 0.074% (n = 220,000);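 active = fold induction of absorbance versus untreated yeast above a set limit, then at least 30% activation at any dose in follow-up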;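 also: activators that raise dye reduction in frataxin-depleted yeast; strong numbers were not always called active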
P. falciparum M17LAP: P. falciparum M17LAP inhibitors, primary screen, biochemical, fluorogenic H-Leu-NHMec substrate, 1536-well (AID 1619); one-dose inhibition, % at 30 µM; IC50 in µM for titrated hits; actives 0.38% (n = 220,000); recombinant M17LAP, H-Leu-NHMec fluorogenic kinetic assay; higher % means a stronger effect;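 active = compound inhibiting the enzyme by more than half at any dose during confirmatory dose-response retesting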;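 also: plate controls were full reaction with DMSO carrier for no effect and no enzyme background for full effect; strong numbers were not always called active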
MT stabilize HCS: microtubule stabilizers in HeLa cells; HeLa tubulin immunostaining HCS, 24 h; share of cells brighter than vehicle mean+2SD; AID 2205; actives 0.83% (n = 200,000); % tubulin-high responders, % at 10 µM;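 active = plate Z-score above 3 for both tubulin-high and condensed-nucleus cell shares, with cell loss under 80%, at 10 µM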;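 also: anti alpha tubulin signal scored within the nucleus-defined area of each cell; some results filed as inactive read as strong as hits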
Dynein transport: dynein cargo transport inhibition. 3617.4 mouse cells, GR-EGFP nuclear translocation imaging; test concentration mostly 20 µM; stimulated with dexamethasone, 1 µM; stronger effect = lower value. z-score, hits read low. actives 0.47% (n = 220,000);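 active = plate z-score of nuclear minus cytoplasmic receptor signal below a set negative limit, without overly bright fluorescence or cell loss, cut at about -3.5 in these data, passing the limit was not always enough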;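 also: z-score of nuclear minus cytoplasmic ring GR-EGFP intensity difference per well; some compounds called inactive have numbers as strong as hits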
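Also added – dexamethasone, 1.0 µM final · Buffer or medium – tet-free, stripped-serum medium · Schedule – induction 48 h, compound 1 h, agonist 30 min · Detection – formaldehyde fixation, Hoechst nuclear stain, 10x automated fluorescence imaging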
P. falciparum M1AAP: P. falciparum M1AAP inhibitors, biochemical, fluorogenic H-Leu-NHMec substrate, 1536-well (AID 1445) | inhibition, % at 30 µM, or IC50 in µM where a hit was titrated | actives 0.42% (n = 220,000) | recombinant M1AAP, H-Leu-NHMec fluorogenic kinetic assay; higher % means a stronger effect;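 active = primary inhibition above the hit cutoff, then over 50% inhibition at one or more dose response concentrations, cut at about 23% in these data, passing the limit was not always enough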;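 also: plate controls were DMSO full reaction for no effect and no enzyme background for full effect; strong numbers were not always called active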
Dynein transport cytoplasmic EGFP: second read-out of Dynein transport, no call of its own (marks repeat the call); z-score; measured here: cytoplasmic GR-EGFP intensity; stronger effect = higher value
Dynein transport nuclear GR-EGFP: also measured in Dynein transport; calls as there; z-score; measured here: nuclear GR-EGFP intensity;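 lower value marks the stronger effect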
Dynein transport cell count: recorded beside Dynein transport, whose call it bears; z-score; measured here: cell count per field
Ins promoter up cell count: recorded beside Ins promoter up, whose call it bears; cell count; measured here: cytotoxicity, nuclei count;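 total cells summed across four imaged fields per well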
Lipid droplet cells 6.5 µM: second read-out of Lipid droplet, no call of its own (marks repeat the call); cell count; measured here: cell count, cytotoxicity flag;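 cells counted across two imaged fields per well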
MT stabilize HCS Hoechst-high %: also measured in MT stabilize HCS; calls as there; % Hoechst-high responders; measured here: nuclear condensation Hoechst responders;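 share of cells brighter than vehicle mean plus two SD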
MT stabilize HCS cytotoxicity %: second read-out of MT stabilize HCS, no call of its own (marks repeat the call); toxicity, %; measured here: cytotoxicity by cell density;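 0% = mean cell density of plate MIN control wells and 100% = no cells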
Autophagy HCS cell loss 18 h: second read-out of Autophagy HCS, no call of its own (marks repeat the call); toxicity, %; measured here: cell loss, nuclei count;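 cell loss after 18 h compound exposure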
An asterisk follows results filed as active; i = inactive; x = no result given.

nr	molecule	Ins promoter up	Ins promoter up cell count	Lipid droplet	Lipid droplet cells 6.5 µM	ER stress rescue	Autophagy HCS	Autophagy HCS cell loss 18 h	Yfh1-off respiration	P. falciparum M17LAP	MT stabilize HCS	MT stabilize HCS Hoechst-high %	MT stabilize HCS cytotoxicity %	Dynein transport	Dynein transport cytoplasmic EGFP	Dynein transport nuclear GR-EGFP	Dynein transport cell count	P. falciparum M1AAP
1	CCCn1c(N)c(C(=O)CSc2nc(C)cs2)c(=O)[nH]c1=O	-0.39	987	2	745	1.9%	i	-7	i	14%	2.7	3.4	7.2	-0.36	-0.23	-0.2	1.7	10%
2	COC(=O)C(C)N(C#N)c1nc(C)nc(C)n1 (centres undefined)	x	x	18	743	-2.0%	i	11	i	0%	8.1	1.7	4.7	-0.026	-0.21	0.2	0.076	-3%
3	CCOC(=O)CNC(=O)C1CCCN(c2ncccn2)C1 (centres undefined)	-0.38	1362	x	x	-2.2%	i	-17	i	-1%	1.9	2.1	3.6	0.039	-0.22	0.12	0.24	2%
4	c1ccc(C2=NCCCN2)cc1	0.69	1155	x	x	2.3%	i	6	i	3%	4.9	3.6	3.2	0.17	-0.27	0.13	-0.25	-6%
5	COc1ccc(-c2cc(C(F)(F)F)nc(SCCC(=O)Nc3cc(C)on3)n2)cc1	0.83	1382	-1	699	-3.3%	i	14	i	-2%	3.0	1.9	1.3	-0.31	-0.059	0.13	-0.29	5%
6	Nc1nc2ncc(C(=O)c3cc(Cl)cc(Cl)c3O)cc2s1	-0.32	1319	-39	745	x	x	x	i	6%	x	x	x	0.38	0.13	0.12	-0.45	11%
7	COc1cc(NC(=O)Cn2nc(C(F)(F)F)c(Br)c2C)cc([N+](=O)[O-])c1	x	x	-7	632	-1.7%	i	16	i	0%	3.5	1.1	1.4	0.9	-0.25	0.54	0.21	3%
8	CCOc1ccc(C(=O)NCC(=O)OCC(=O)N2CCCC2)cc1	-0.91	1253	-4	665	0.8%	i	20	i	-2%	4.4	2.2	7.8	0.068	-0.35	0.33	0.66	-2%
9	COc1cc(Cl)c(S(=O)(=O)N2CCN(Cc3ccc4c(c3)OCO4)CC2)cc1Cl	x	x	4	686	x	i	-6	i	2%	3.5	1.7	8.9	-0.74	-0.21	-0.048	0.57	6%
10	CN(CC(=O)Nc1cc([N+](=O)[O-])ccc1Cl)Cc1ccc(Br)cc1	-0.15	1368	-25	628	2.5%	i	2	i	9%	2.2	3.1	4.7	-0.27	-0.26	-0.31	0.25	13%
11	Cc1ccc(Nc2ncc3c(n2)CC(C)CC3=O)c(C)c1 (centres undefined)	0.07	1128	-1	748	x	x	x	i	10%	x	x	x	0.82	0.06	0.71	-0.99	7%
12	CC(NCc1cccs1)c1ccccc1 (centres undefined)	0.22	1427	-2	729	2.9%	i	5	i	-5%	2.2	1.2	3.7	1.1	-0.19	0.77	-1.7	2%
13	CC(C)N=Cc1c(O)[nH]c2ccccc12	x	x	-8	821	-0.4%	i	-7	i	4%	2.3	2.0	10	-0.11	0.014	0.1	0.37	-2%
14	CN=c1sc(C(=O)Nc2ccccc2)c(C)n1C	1.4	1380	-4	676	-13%	i	9	i	4%	2.7	2.0	7.3	0.1	-0.23	0.28	-0.042	-3%
15	O=C(CNC(=S)N(Cc1ccccc1)Cc1cccs1)NCc1ccc(F)cc1	-0.43	1211	-20	751	0.2%	i	21	i	17%	2.2	1.4	14	1.6	-0.2	0.36	-0.036	-4%
16	COCC(=O)NCc1ccc2c(c1)cc(C)n2C	0.53	1366	6	781	-3.3%	i	-12	i	-6%	5.8	1.4	13	-0.47	-0.22	0.28	0.76	-1%
17	COC(=O)N=Nc1c(O)[nH]c2ccc(Br)cc12	0.19	1378	-2	726	x	x	x	i	3%	x	x	x	-0.042	-0.26	-0.012	-0.17	9%
18	N#CCC(=O)Nc1nc(-c2ccc3c(c2)OCCO3)cs1	-0.64	1626	0	700	-1.6%	i	18	i	0%	4.1	2.2	3.1	-0.53	-0.26	-0.27	0.57	-1%
19	Cc1ccc(S(=O)(=O)C2(C(=O)N3CCCC(C)C3)CC2)cc1 (centres undefined)	-0.16	1416	x	x	-0.5%	i	3	i	-7%	6.1	3.3	6.0	0.54	-0.24	0.33	-0.05	4%
20	COc1cc(C(=O)O)ccc1Cl	-0.01	1078	1	658	x	x	x	i	2%	x	x	x	-0.46	-0.26	0.21	0.53	-3%
21	O=C(CNC(=O)c1cccs1)NCC(=O)OCc1ccc(F)cc1	x	x	-12	744	1.0%	i	-11	i	-15%	1.7	1.7	9.3	0.4	-0.31	0.45	-0.044	-3%
22	COc1ccc(NC(=S)NNS(=O)(=O)c2ccc3ccccc3c2)c(OC)c1	0.73	1547	0	705	-0.8%	i	15	i	1%	1.9	1.0	3.8	0.11	0.023	0.23	-0.32	5%
23	CN(C)CCNC(=O)c1ccc(COCC(F)(F)F)cc1	-0.48	1360	-4	705	x	i	-4	i	-15%	5.5	2.1	3.4	0.029	0.062	0.11	-0.45	2%
24	N#C/C(=C\Nc1ccccc1SC(F)(F)F)c1nc(-c2ccccc2)cs1	-0.97	1278	-1	610	-2.8%	i	27	i	6%	4.9	2.4	2.6	0.065	-0.14	0.53	-0.7	-1%

Of the compounds above, 2 have a nitro group on carbon.
nr	molecule	Ins promoter up	Ins promoter up cell count	Lipid droplet	Lipid droplet cells 6.5 µM	ER stress rescue	Autophagy HCS	Autophagy HCS cell loss 18 h	Yfh1-off respiration	P. falciparum M17LAP	MT stabilize HCS	MT stabilize HCS Hoechst-high %	MT stabilize HCS cytotoxicity %	Dynein transport	Dynein transport cytoplasmic EGFP	Dynein transport nuclear GR-EGFP	Dynein transport cell count	P. falciparum M1AAP
7	COc1cc(NC(=O)Cn2nc(C(F)(F)F)c(Br)c2C)cc([N+](=O)[O-])c1	x	x	-7	632	-1.7%	i	16	i	0%	3.5	1.1	1.4	0.9	-0.25	0.54	0.21	3%
10	CN(CC(=O)Nc1cc([N+](=O)[O-])ccc1Cl)Cc1ccc(Br)cc1	-0.15	1368	-25	628	2.5%	i	2	i	9%	2.2	3.1	4.7	-0.27	-0.26	-0.31	0.25	13%

Next part:
nr	molecule	Ins promoter up	Ins promoter up cell count	Lipid droplet	Lipid droplet cells 6.5 µM	ER stress rescue	Autophagy HCS	Autophagy HCS cell loss 18 h	Yfh1-off respiration	P. falciparum M17LAP	MT stabilize HCS	MT stabilize HCS Hoechst-high %	MT stabilize HCS cytotoxicity %	Dynein transport	Dynein transport cytoplasmic EGFP	Dynein transport nuclear GR-EGFP	Dynein transport cell count	P. falciparum M1AAP
25	CC(C)c1ccc(C(O)P(=O)(OC2CCCCC2)OC2CCCCC2)cc1 (centres undefined)	-0.36	1084	8	674	x	x	x	i	-10%	x	x	x	-0.5	-0.18	-0.27	0.86	2%
26	COC(=O)Cc1ccc(NC(=O)c2cccs2)cc1	1	1294	-39	684	-3.4%	i	-1	i	2%	2.2	3.6	6.6	-0.48	-0.26	-0.28	0.56	4%
27	COc1ccc(C(NC=O)c2cc(OC)c(OC)cc2Br)cc1OC (centres undefined)	-0.43	1487	-13	629	-1.1%	i	2	i	5%	3.1	3.4	7.6	0.2	-0.2	0.61	-0.11	2%
28	O=C(CN(Cc1ccccc1)S(=O)(=O)c1cccc(C(F)(F)F)c1)NC1CCCCC1	-0.74	1481	21	668	-2.4%	i	12	i	-4%	6.4	3.1	7.7	1.5	-0.2	0.41	-0.64	5%
29	CCOc1ccccc1Nc1nnc(SCc2ccc(C(=O)OC)o2)s1	0.35	1287	x	x	5.9%	i	14	i	16%	36	4.0	45	-0.33	-0.19	-0.046	-0.26	-2%
30	CCN(CC)CCNC(=O)c1ccc(NC(=O)c2ccc(F)cc2F)cc1	1.4	1138	2	670	x	i	12	i	1%	2.7	1.4	1.1	-0.51	-0.33	-0.13	0.41	4%
31	COC(Cn1cc(C)c(=O)[nH]c1=O)OC	-0.17	1266	-2	731	-1.3%	i	6	i	-5%	2.4	2.2	9.1	-0.082	-0.32	-0.24	1	3%
32	CCN=c1sc(C(=O)NCCc2ccccc2)cc(=O)n1CC	0.07	1371	x	x	0.0%	x	x	i	12%	2.5	2.4	6.4	-0.94	-0.14	-0.17	0.031	-3%
33	N#Cc1c(-c2ccccc2)cc(C2CC2)nc1N	1.3	1075	x	x	-0.7%	i	-16	i	9%	3.8	2.5	7.5	-0.39	-0.21	0.035	0.8	9%
34	COc1ccccc1-c1nnc(SCc2nc3ccccc3[nH]2)n1C	-0.41	1249	-18	692	-1.9%	i	2	i	3%	3.7	1.7	7.0	1.7	-0.26	1	-0.99	11%
